NadD inh = inhibitors of S. aureus NadD, primary screen, biochemical, colorimetric, uHTS | 0.78% of 360,000 active | purified NadD enzyme, colorimetric absorbance read-out | Nicotinate-nucleotide adenylyltransferase NadD (Staphylococcus aureus N315) | inhibition, % at 20 µM | AID 602399, 2012; in the data active means inhibition above about 26%; further: some compounds past the cut are filed as inactive
STEP block = STEP phosphatase inhibitors, primary screen, biochemical, fluorescence intensity, uHTS; Tyrosine-protein phosphatase non-receptor type 5 (Homo sapiens), P54829; 0.25% of 360,000 active; inhibition, % at 20 µM; recombinant STEP, OMFP fluorogenic substrate; AID 588621, 2011;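 active means inhibition at 20 µM, scaled per plate between control wells, above about 37%, limit read from the data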;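 further: 0% = DMSO with enzyme and substrate and 100% = substrate only without enzyme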
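Test system: STEP tyrosine phosphatase / Reagent: OMFP at 25 µM / Doses: 20 µM, 1% DMSO / Read-out: percent inhibition scaled to no-enzyme and uninhibited-enzyme controls, plate-pattern corrected / Detection: FITC-channel fluorescence of OMFP product / Medium: Bis-Tris buffer pH 6.0, 2.5 mM DTT, 0.005% Tween 20 / Schedule: 20 min at room temperature, dark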
LMPTP inh = LMPTP phosphatase inhibitors, primary screen, biochemical, fluorescence intensity, uHTS; inhibition, % at 20 µM; recombinant LMPTP-A, OMFP fluorogenic substrate; 0.22% of 360,000 active; Low molecular weight phosphotyrosine protein phosphatase (Homo sapiens), P24666; AID 651560, 2012;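 active means compounds that cut the enzyme signal by at least half of the control window in the single-dose screen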;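 further: plate controls were DMSO wells with enzyme plus substrate for no effect and substrate without enzyme for full effect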
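Test system – LMPTP-A enzyme · Amount – LMPTP-A at 0.625 nM final in the reaction · Buffer or medium – Bis-Tris pH 6.0, DTT, detergent · Reagent – OMFP 400 µM · Doses – single 20 µM dose · Schedule – reaction 50 min, room temperature, dark · Detection – fluorescence intensity of OMFP turnover product · Evaluation – percent inhibition versus substrate-only and uninhibited controls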
PABP1 MLLE inh = inhibitors of PABP1 MLLE–PAM2 peptide binding, primary screen, biochemical, fluorescence polarization, FITC-PAM2, GST-MLLE. inhibition, % at 20 µM. 0.36% of 360,000 active; in the data active means inhibition above about 35%, passing the limit was not always enough;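 further: plate controls were DMSO wells with GST-MLLE for no effect and wells lacking GST-MLLE protein for full effect; some results filed as inactive read as strong as hits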
Rpn11 inh = Rpn11 (PSMD14) deubiquitinase inhibitors, primary screen, biochemical, fluorescence polarization, uHTS | 26S proteasome non-ATPase regulatory subunit 14 (Homo sapiens), O00487 | calls only at 20 µM | 0.59% of 360,000 active | human 26S proteasome, Ub4-pepOG fluorescence polarization; 20S core pre-blocked with epoxomicin | AID 588493, 2011;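 active means inhibition at 20 µM, scaled to each plate's controls, above about 33%, limit read from the data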
TbMetRS inhib = T. brucei MetRS inhibitors, primary screen, biochemical, luminescence; purified T. brucei MetRS, ATP depletion, Kinase-Glo luminescence; inhibition, % at 11.9 µM; 0.4% of 360,000 active;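 active means inhibition above a per-plate cutoff of the control wells' mean inhibition plus 3 SD, cut at about 5.5% in these data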;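 further: 0% = DMSO wells median and 100% = median of wells with control inhibitor compound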
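technique = Kinase-Glo luminescence, ATP depletion format | system = purified MetRS (methionyl-tRNA synthetase) enzyme from Trypanosoma brucei | timing = 15 min preincubation, 2 h reaction, all 25 °C | evaluation = percent inhibition versus plate control medians | dosing = single dose, 11.9 µM final nominal, 0.9% final DMSO | also added = substrates ATP, L-methionine and bulk Escherichia coli tRNA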
SUMO1 PPI mod = modulators of SUMO1 protein-protein interactions, primary screen, biochemical, uHTS; Small ubiquitin-related modifier 1 (Homo sapiens), P63165; SUMO1 binding to a labelled peptide, TR-FRET, 1 h; inhibition, % at 20 µM; 0.33% of 360,000 active; AID 602429, 2012; in the data active means inhibition above about 37%
Scp-1 inhibitor = Scp-1 phosphatase inhibitors, primary screen, biochemical, colorimetric, uHTS; inhibition, % at 20 µM; AID 493091, 2011; Recombinant Scp1, phosphopeptide, malachite green phosphate absorbance; 0.88% of 340,000 active;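 active means inhibition above about 50% at 20 µM, limit read from the data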;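 further: plate controls were DMSO wells with enzyme for no effect and wells lacking enzyme for full effect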
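Incubation: 45 min enzyme reaction at room temperature / System: truncated SCP-1 phosphatase (76-261aa) / Reagent: Phospho 17-mer peptide substrate / Buffer or medium: Acidic Tris acetate buffer with magnesium and detergent / Signal: absorbance at 630 nm / Doses: one concentration, 20 µM, with 1.0% DMSO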
CSN deneddyl inh = inhibitors of CSN-mediated cullin deneddylation, primary screen, biochemical, fluorescence polarization, uHTS; AID 651999, 2013; Purified CSN, SCF-Nedd8-OG deneddylation; 0.38% of 360,000 active; COP9 signalosome complex subunit 5 (Homo sapiens), Q92905; inhibition, % at 12.5 µM;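 active means pattern-corrected inhibition above about 35%, with an unprinted fluorescence ratio check between 0.5 and 1.5, limit read from the data, passing the limit was not always enough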;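 further: 0% = enzyme with substrate and 100% = substrate without enzyme; some results filed as inactive read as strong as hits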
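Material: human Csn5 produced in HEK293T cells; Input: enzyme 0.24 nM; Reagent: SCFSkp2-Nedd8OG substrate at 10 nM final; Dosing: 12.5 µM compound; Incubation: 90 min reaction at room temperature; Detection: fluorescence polarization of the substrate; Evaluation: % inhibition of substrate cleavage by Csn5; Control set: substrate-only high control, full reaction low control.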
DNMT1 inh = human DNMT1 methyltransferase inhibitors, primary screen, biochemical, molecular beacon, fluorescence, HinP1I cleavage, uHTS; DNA (cytosine-5)-methyltransferase 1 (Homo sapiens), P26358; inhibition (reported as % activation of signal), % at 10 µM; 0.83% of 360,000 active; in the data active means inhibition above about 50%
Target sequence (P26358 504-1616 limits assumed): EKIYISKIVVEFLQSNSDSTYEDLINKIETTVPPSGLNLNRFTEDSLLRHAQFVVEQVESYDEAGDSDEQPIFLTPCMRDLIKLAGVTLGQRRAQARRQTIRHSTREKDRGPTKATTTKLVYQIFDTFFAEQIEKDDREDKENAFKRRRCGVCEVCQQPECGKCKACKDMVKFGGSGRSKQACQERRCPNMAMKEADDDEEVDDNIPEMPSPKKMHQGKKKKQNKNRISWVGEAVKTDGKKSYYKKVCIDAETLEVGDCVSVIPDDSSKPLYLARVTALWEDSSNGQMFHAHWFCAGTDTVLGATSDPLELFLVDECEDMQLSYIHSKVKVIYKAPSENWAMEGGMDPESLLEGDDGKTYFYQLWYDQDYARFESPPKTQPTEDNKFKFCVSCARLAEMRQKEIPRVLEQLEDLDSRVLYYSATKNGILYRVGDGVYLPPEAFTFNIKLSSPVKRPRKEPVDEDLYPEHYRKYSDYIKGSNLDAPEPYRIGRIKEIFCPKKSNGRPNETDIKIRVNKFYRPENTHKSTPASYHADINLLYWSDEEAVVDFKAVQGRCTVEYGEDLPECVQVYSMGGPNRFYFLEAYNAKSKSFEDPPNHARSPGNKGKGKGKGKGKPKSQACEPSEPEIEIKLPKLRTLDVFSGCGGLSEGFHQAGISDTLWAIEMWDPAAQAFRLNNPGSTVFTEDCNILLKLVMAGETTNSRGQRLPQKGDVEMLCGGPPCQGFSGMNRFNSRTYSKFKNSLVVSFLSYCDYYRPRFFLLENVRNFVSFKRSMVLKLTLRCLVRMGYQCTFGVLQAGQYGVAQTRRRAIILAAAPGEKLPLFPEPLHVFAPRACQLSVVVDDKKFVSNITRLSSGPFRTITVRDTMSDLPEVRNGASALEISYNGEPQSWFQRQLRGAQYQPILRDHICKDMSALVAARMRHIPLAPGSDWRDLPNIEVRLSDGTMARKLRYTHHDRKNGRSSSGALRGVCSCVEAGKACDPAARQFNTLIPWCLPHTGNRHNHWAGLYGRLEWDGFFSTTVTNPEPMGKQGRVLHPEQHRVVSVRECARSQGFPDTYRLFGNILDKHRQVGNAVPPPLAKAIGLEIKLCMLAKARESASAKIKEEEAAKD
Starred values were filed as active, the others as inactive; i = inactive; · = not tested or not shown. Rows are unselected; about 3.6% have a hit in one of these screens.

SMILES	NadD inh	STEP block	LMPTP inh	PABP1 MLLE inh	Rpn11 inh	TbMetRS inhib	SUMO1 PPI mod	Scp-1 inhibitor	CSN deneddyl inh	DNMT1 inh
CCCCC(=O)NN(C)c1nc(-c2ccccc2)nnc1C(F)(F)F	1	-1	0.0	-11	i	-0.3	-2	-9	6	2
CCOc1ccc(-c2ccc(SCC(=O)Nc3nnc(CC)s3)nn2)cc1	4	-1	-0.1	26	i	-0.8	-1	-5	2	1
O=C(NCCO)/C(=C/c1cccc([N+](=O)[O-])c1)NC(=O)c1ccco1	10	-2	-1.4	-4	i	-0.4	-12	-5	-14	0
O=C(OCC(=O)N1CCNC1=O)c1ccccc1Cl	6	-2	-1.9	5	i	-0.3	3	·	-1	9
Cc1c(Cl)cccc1N(CC(=O)NC1CCCCC1)S(C)(=O)=O	2	-1	-1.6	0	i	-0.2	0	-2	-10	-1
O=C(O/N=C1/CCSc2ccccc21)c1ccccc1	-6	-2	1.7	8	i	-0.3	-2	-3	1	-3
Cc1ccc(CN2CCN(Cc3cccn3-c3ccc(Cl)cn3)CC2CCO)o1 (stereo not given)	-1	-3	-1.7	-9	i	2.2	-3	-1	1	-2
CCn1c2ccccc2c2nnc(SCC(=O)N3CC(C)OC(C)C3)nc21 (stereo not given)	3	1	-0.4	23	i	-0.1	-8	-4	0	2
CC(=O)c1ccc(NC(=O)CCNC(=O)c2ccccc2Cl)cc1	-3	-3	-0.2	5	i	-0.5	5	-2	3	0
COC(=O)c1ccc2nc(C)c(C)nc2c1	-1	-6	-2.0	4	i	-0.4	-12	-11	2	1
CC(=O)n1nc(-c2ccco2)nc1N	6	-3	-0.4	-21	i	-0.4	1	-2	-2	-1
O=C(c1ccccc1)N1CCN(c2ccc(Cl)cc2)CC1	2	0	-0.6	1	i	1.0	0	-7	-7	0
CN(C)c1ccc(CNC(=O)C2Cc3c(-c4ccccc4Oc4ccccc4)ccnc3O2)cc1 (stereo not given)	-6	1	4.6	-3	i	-0.4	5	·	-3	-19
Cn1c(=O)c(-c2ccccc2N)nc2ccccc21	-8	-6	0.1	-11	i	-0.5	-26	9	-4	1
CC(=O)N(C)c1ccc(NC(=O)Nc2ccc(Cl)cc2)cc1	-5	2	-0.9	3	i	0.2	-1	-15	-9	3
CCNc1ccc(S(N)(=O)=O)cc1[N+](=O)[O-]	11	1	-1.6	-92	i	-0.3	-25	-1	4	-4
Cn1nnnc1SC(C(=O)Nc1ccc(F)cc1)c1ccccc1 (stereo not given)	-6	0	-1.1	-3	i	0.1	-4	-2	-3	0
CCOC(=O)C1=C(N)OC2=C(C(=O)CC(C)(C)C2)C1c1cccnc1 (stereo not given)	-5	0	-1.0	-24	i	-0.2	-2	-7	1	-1
Clc1cccc(Cc2c(C3CCCCC3)nc3ccc(Br)cn23)c1	0	0	1.3	0	i	-0.8	3	·	1	2
COc1ccccc1N(CC1CO1)S(=O)(=O)c1ccc(C)cc1 (stereo not given)	-17	-2	0.4	15	i	-0.5	-3	-3	2	-1
FC(F)(F)c1ccccc1Cc1c(-c2cccc(Br)c2)nc2ccc(Cl)cn12	5	-1	2.1	-2	i	-0.9	2	·	1	2
COc1ccc(CNC(=O)CCNS(=O)(=O)c2cc(Br)cnc2N)cc1	-2	1	-1.1	-9	i	-0.4	-2	-6	-3	2
O=C(C1CCCO1)N1CCN(c2ccccn2)CC1 (stereo not given)	-12	-4	0.4	-6	i	1.2	1	-10	-1	-1
CC(C)CCNC(=O)c1cc2c(s1)-c1ccccc1S(=O)(=O)C2	-1	3	-0.3	1	i	0.2	-6	-16	-3	0
Cc1ccc(NC(=O)N2CCCc3ccccc32)cc1C	-2	3	1.6	2	i	-0.2	-1	-5	-2	2
COc1ccc(Br)cc1S(=O)(=O)N1CCCC1	6	-5	0.8	2	i	-0.6	0	-2	-1	0
CSc1sc(C(=O)N2CCCCC2)c(-c2cccs2)c1C#N	-5	0	1.5	2	i	-0.3	1	-7	3	1
CC(=O)c1c(C)[nH]c(C(=O)OCC(=O)Nc2cc(C)on2)c1C	-1	-2	0.3	-3	i	-1.6	1	0	-1	4
CN(CCCNC(=O)Cn1c(=O)c2cccn2c2ccccc21)Cc1ccccc1	-5	0	-0.1	5	i	-0.3	1	-4	-1	1
COc1ccc(OC)c(Nc2nc(NCc3ccco3)nc(N)c2[N+](=O)[O-])c1	6	-1	-1.3	1	i	0.1	6	3	0	8
COc1cc(NC(=O)Cc2ccc(OC)c(S(=O)(=O)N3CCOCC3)c2)c(OC)cc1Cl	4	-3	-8.2	-5	i	0.0	-77	-7	3	-10
COCCNC(=O)NC(=O)COC(=O)c1cccn1C	5	3	-1.6	-8	i	-0.1	1	-4	5	0
Cc1cc(OCC(O)CN2CCOCC2)cc(C)c1Cl (stereo not given)	-10	-4	-3.4	-1	i	-1.1	0	-10	-2	0
CC(CC(=O)N1CCN(S(=O)(=O)c2ccccc2)CC1)n1cncn1 (stereo not given)	1	-1	-1.1	21	i	0.0	2	-8	3	0
CCC1(c2ccccc2)NC(=O)N(CC(=O)Nc2cc(S(=O)(=O)N3CCOCC3)ccc2OC(C)C)C1=O (stereo not given)	5	2	0.0	7	i	-0.3	-1	-10	-1	-3
Cc1nn(CCCC(=O)NCc2ccc(F)cc2)c(C)c1[N+](=O)[O-]	0	-3	-2.6	13	i	0.2	-2	-7	6	2
O=C(Nc1ccccc1Cl)Nc1cccc2cccnc12	2	-2	0.1	-5	i	-0.9	-5	-5	0	4
O=C(NCC1CCCCC1)c1ccc2sc([C@H]3C[C@H](O)[C@@H](CO)O3)nc2c1	-8	-3	-2.3	0	i	0.2	1	·	-3	-2
COc1ccc(NC(=O)c2ccc(OCc3c(C)noc3C)c(OC)c2)cn1	-4	1	-0.4	0	i	-0.9	5	-5	-1	-3
COc1ccc(-c2noc(CCC(=O)N3CCN(c4cccc(C)c4C)CC3)n2)cc1	-2	1	6.5	-6	i	-0.3	5	4	1	1
O=C1C2C3C=CC(C4CC34)C2C(=O)N1/N=C/c1cccs1 (stereo not given)	3	2	-2.0	3	i	-0.2	-8	7	-8	4
CC1C/C(=C\c2cccnc2)C(=O)/C(=C/c2cccnc2)C1 (stereo not given)	-4	-1	1.7	-10	i	-0.3	16	-9	16	48
CCC(C)C(NC(=O)OC(C)(C)C)C(=O)NC(C)C(N)=O (stereo not given)	-4	-1	-0.6	-9	i	-0.4	-2	-6	3	0
CNc1ccc2ncc(-c3ccc(OC)c(OC)c3)n2n1	0	3	0.6	-6	i	0.0	-2	·	-4	6
CCOc1ccc(CCNC(=O)Cn2nc(C)c3c(C)n(-c4ccccc4)nc3c2=O)cc1OCC	2	-1	-0.7	2	i	-0.2	1	-5	0	-1
O=C(c1cc(S(=O)(=O)N2CCCC2)c(Cl)cc1Cl)N1CCCC1	-4	2	0.3	-2	i	-1.0	2	-4	5	6
O=C(N/N=C/c1ccc(OC(=O)c2ccco2)cc1)c1ccncc1	-4	1	-0.8	-17	i	0.0	4	-2	5	2
CC(C(=O)NCc1ccccc1)n1c(CSCCOc2ccccc2)nc2ccccc21 (stereo not given)	·	·	0.5	·	·	-0.1	-5	·	-6	·
N#CC(C#N)=C1C=CC=CN1/C(=C\c1ccco1)C(=O)c1ccc(-c2ccccc2)cc1	7	-2	2.7	-28	i	-0.1	-11	-7	9	-5
OCC1OCOC2C(CO)OCOC12 (stereo not given)	2	0	0.0	-3	i	-2.4	-3	1	4	0
COc1ccc(C(=O)N/C(=C/c2cccs2)C(=O)NCCCn2ccnc2)cc1OC	-3	-3	-2.9	1	i	-0.3	-6	-3	-1	-1
Cc1ccc2c(c1C)C(=O)C(=O)N2	-3	-2	-0.5	1	i	0.1	-43	-13	-1	2
COc1ccc(NC(=O)c2cccc([N+](=O)[O-])c2)cc1	-3	3	-1.5	-6	i	-0.7	-17	-11	-1	1
COc1ccc(/C=C\C(=O)Oc2cccc(/C=N/NC(=O)Cc3ccc(OC)c(OC)c3)c2)cc1	-4	3	4.2	7	i	0.2	-5	-17	3	-25
NC(=O)NC(=O)CSc1nc2cc([N+](=O)[O-])ccc2n1-c1cccc(C(F)(F)F)c1	18	3	1.4	-109	i	-0.5	-13	63*	6	-4
Cn1cc([N+](=O)[O-])c(C(=O)NCc2cc3ccccc3[nH]2)n1	1	18	-0.9	-17	i	0.0	-18	-10	-17	-8

An excerpt from above in order of the STEP block value, falling:
SMILES	NadD inh	STEP block	LMPTP inh	PABP1 MLLE inh	Rpn11 inh	TbMetRS inhib	SUMO1 PPI mod	Scp-1 inhibitor	CSN deneddyl inh	DNMT1 inh
CNc1ccc2ncc(-c3ccc(OC)c(OC)c3)n2n1	0	3	0.6	-6	i	0.0	-2	·	-4	6
O=C(c1cc(S(=O)(=O)N2CCCC2)c(Cl)cc1Cl)N1CCCC1	-4	2	0.3	-2	i	-1.0	2	-4	5	6
OCC1OCOC2C(CO)OCOC12 (stereo not given)	2	0	0.0	-3	i	-2.4	-3	1	4	0
CCC(C)C(NC(=O)OC(C)(C)C)C(=O)NC(C)C(N)=O (stereo not given)	-4	-1	-0.6	-9	i	-0.4	-2	-6	3	0
